# High-throughput results from PubChem.
# NSD2 inh = inhibitors of human NSD2, primary screen, biochemical, plate reader, single point. Histone-lysine N-methyltransferase NSD2 (Homo sapiens), O96028. NSD2-SET H3K36me1 DELFIA fluorescence. inhibition, % at 12.5 µM. 44,000 tested, 0.07% active; in the data active means inhibition above about 54%, passing the limit was not always enough;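 further: inhibitors reduce the monomethyl H3K36 fluorescence signal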
# Target sequence (O96028 whole entry, looked up): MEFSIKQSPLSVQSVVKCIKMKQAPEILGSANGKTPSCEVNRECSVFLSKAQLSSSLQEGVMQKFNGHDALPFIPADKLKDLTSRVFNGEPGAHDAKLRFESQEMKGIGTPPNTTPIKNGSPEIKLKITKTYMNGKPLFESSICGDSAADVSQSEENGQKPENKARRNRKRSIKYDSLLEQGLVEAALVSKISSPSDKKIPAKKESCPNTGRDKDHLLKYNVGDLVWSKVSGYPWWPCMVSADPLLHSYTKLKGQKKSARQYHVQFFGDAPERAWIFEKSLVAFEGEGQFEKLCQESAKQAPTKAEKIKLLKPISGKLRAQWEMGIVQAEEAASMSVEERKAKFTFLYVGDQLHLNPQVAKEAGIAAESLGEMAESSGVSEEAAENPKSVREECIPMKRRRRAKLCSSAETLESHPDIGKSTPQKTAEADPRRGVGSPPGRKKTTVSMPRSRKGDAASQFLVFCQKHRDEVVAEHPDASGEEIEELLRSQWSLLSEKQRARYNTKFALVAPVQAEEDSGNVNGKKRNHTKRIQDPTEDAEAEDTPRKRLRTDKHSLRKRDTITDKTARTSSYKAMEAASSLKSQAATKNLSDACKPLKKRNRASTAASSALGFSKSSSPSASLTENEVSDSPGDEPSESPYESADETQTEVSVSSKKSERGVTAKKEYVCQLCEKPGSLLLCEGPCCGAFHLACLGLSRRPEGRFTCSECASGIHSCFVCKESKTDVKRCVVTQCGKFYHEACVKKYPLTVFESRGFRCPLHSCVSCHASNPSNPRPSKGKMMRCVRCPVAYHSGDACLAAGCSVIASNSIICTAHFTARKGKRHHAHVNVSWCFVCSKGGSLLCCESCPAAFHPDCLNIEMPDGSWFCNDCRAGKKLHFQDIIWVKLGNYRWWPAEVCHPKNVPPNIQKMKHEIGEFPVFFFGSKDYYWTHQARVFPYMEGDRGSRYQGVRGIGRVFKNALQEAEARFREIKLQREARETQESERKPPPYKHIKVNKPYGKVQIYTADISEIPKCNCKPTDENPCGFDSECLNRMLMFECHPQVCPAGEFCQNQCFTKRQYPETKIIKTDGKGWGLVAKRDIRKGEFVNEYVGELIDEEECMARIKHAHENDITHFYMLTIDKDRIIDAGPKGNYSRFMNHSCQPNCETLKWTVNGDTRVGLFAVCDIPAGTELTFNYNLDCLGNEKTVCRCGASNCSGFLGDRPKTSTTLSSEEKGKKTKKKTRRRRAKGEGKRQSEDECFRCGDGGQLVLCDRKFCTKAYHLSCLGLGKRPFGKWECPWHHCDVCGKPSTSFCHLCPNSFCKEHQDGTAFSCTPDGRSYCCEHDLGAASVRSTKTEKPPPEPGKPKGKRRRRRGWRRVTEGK
# Numbers without * were called inactive. Some of the compounds tested. The share of hits here may be higher or lower than overall.
SMILES,NSD2 inh
COc1ccc(S(=O)(=O)N(C)C[C@H]2OCCCC[C@H](C)Oc3ccc(NC(=O)Nc4ccccc4)cc3C(=O)N([C@H](C)CO)C[C@@H]2C)cc1,1
COc1ccc(S(=O)(=O)Nc2ccc3c(c2)[C@H]2C[C@H](CC(=O)NCC4CC4)O[C@H](CO)[C@H]2O3)cc1,0
COc1ccc(NC(=O)Nc2ccc3c(c2)C(=O)N([C@@H](C)CO)C[C@H](C)[C@@H](CN(C)S(=O)(=O)c2ccccc2)OCCCC[C@@H](C)O3)cc1,0
Cc1ccc(S(=O)(=O)N(C)C[C@@H]2OCCCC[C@H](C)Oc3ccc(NC(=O)c4ccccc4)cc3C(=O)N([C@H](C)CO)C[C@@H]2C)cc1,-1
C[C@H](CO)N1C[C@H](C)[C@@H](CN(C)C)Oc2cc(C#CCC3CCCC3)ccc2S1(=O)=O,1
COC(=O)[C@@H]1[C@H]2C[C@H]3c4[nH]c5ccccc5c4CCN3C[C@@H]2CC[C@@H]1O,0
COc1ccc(NC(=O)N(C)C[C@H]2Oc3ncc(C#CC(C)C)cc3C(=O)N([C@@H](C)CO)C[C@H]2C)cc1,-3
C[C@H]1CCCCO[C@H](CN(C)C(=O)c2ccncc2)[C@@H](C)CN([C@@H](C)CO)C(=O)c2cc(NC(=O)Cc3ccccc3)ccc2O1,1
OCCN1CCN(CC/C=C2/c3ccccc3Sc3ccc(C(F)(F)F)cc32)CC1,-1
C[C@@H]1CCCCO[C@H](CN(C)C(=O)C2CCCCC2)[C@@H](C)CN([C@@H](C)CO)C(=O)c2cc(NC(=O)Nc3ccc(C(F)(F)F)cc3)ccc2O1,-4
Cc1noc(C)c1S(=O)(=O)N(C)C[C@H]1Oc2ccc(NC(=O)CCN3CCOCC3)cc2CC(=O)N([C@H](C)CO)C[C@H]1C,-4
Cc1noc(C)c1NC(=O)Nc1ccc2c(c1)C(=O)N([C@H](C)CO)C[C@H](C)[C@H](CN(C)C(=O)Nc1cccc3ccccc13)O2,-1
C[C@H](CO)N1C[C@H](C)[C@H](CN(C)Cc2ccccc2F)Oc2cc(C3=CCCCC3)ccc2S1(=O)=O,27
C[C@@H]1CCCCO[C@@H](CN(C)C(=O)Nc2ccc3c(c2)OCO3)[C@H](C)CN([C@@H](C)CO)C(=O)c2cc(NS(C)(=O)=O)ccc2O1,-7
COc1ccc(S(=O)(=O)N(C)C[C@@H]2Oc3ccc(NS(=O)(=O)c4ccc(F)cc4)cc3C(=O)N([C@@H](C)CO)C[C@@H]2C)cc1,4
C=CCOC(=O)[C@H]1[C@@H]2C(=O)O[C@@H](c3ccccc3)[C@@H](c3ccccc3)N2[C@@H](c2ccc(OCCOC(=O)[C@@H]3C[C@@H]4C(=O)N[C@@H](CCCCNC(C)=O)C(=O)N4[C@@H]3c3ccc(O)cc3)cc2)[C@]12C(=O)Nc1ccc(I)cc12,1
COc1ccc(CN(C)C[C@@H]2OCCCC[C@H](C)Oc3ccc(N(C)C)cc3C(=O)N([C@H](C)CO)C[C@H]2C)cc1,-4
C[C@@H]1CN([C@H](C)CO)S(=O)(=O)c2ccc(C#CCN(C)C)cc2O[C@@H]1CN(C)C(=O)c1ccccc1F,2
CC(=O)N(C)C[C@@H]1Oc2cc(C#CC3(O)CCCC3)ccc2S(=O)(=O)N([C@@H](C)CO)C[C@H]1C,3
C[C@H](CO)N1C[C@H](C)[C@@H](CN(C)S(=O)(=O)c2ccccc2)OCCCC[C@H](C)Oc2ccc(NC(=O)Nc3ccc(F)cc3)cc2C1=O,-2
O=C(C[C@@H]1CC[C@H](NC(=O)CC2CC2)[C@H](CO)O1)NCC(F)(F)F,6
C[C@@H]1CCCCO[C@H](CN(C)Cc2ccccc2)[C@H](C)CN([C@H](C)CO)C(=O)c2cc(NC(=O)c3ccncc3)ccc2O1,5
CNC[C@H]1Oc2ccc(NC(=O)Nc3c(C)noc3C)cc2CC(=O)N([C@H](C)CO)C[C@H]1C,2
CC(C)(C)OC(=O)Nc1ccc(/C=N/NC(=O)c2ccccn2)cc1,1
C[C@H]1CN([C@@H](C)CO)C(=O)c2cc(NC(=O)CCN3CCOCC3)ccc2O[C@@H]1CN(C)C(=O)Nc1ccc(C(F)(F)F)cc1,-4
# Later entries:
SMILES,NSD2 inh
Cc1oc(C(C)(C)C)cc1-c1cc(N)n(-c2ccc(I)cc2)n1,-2
C[C@H]1CCCCO[C@H](CN(C)C(=O)Cc2ccccc2)[C@@H](C)CN([C@@H](C)CO)C(=O)c2cc(NC(=O)CCCN(C)C)ccc2O1,5
COc1cccc(-c2cnc3c(c2)C(=O)N([C@@H](C)CO)C[C@H](C)[C@H](CN(C)Cc2ccc(F)cc2)O3)c1,-4
O=C(NO)c1cccc(C(=O)N/N=C/c2ccco2)c1,-1
O=C1c2nc3cc(-c4ccccc4)[nH]n3c(=O)c2CN1Cc1ccccc1,0
C[C@@H]1CN([C@@H](C)CO)C(=O)c2cc(NC(=O)Nc3cccc4ccccc34)ccc2O[C@@H](C)CCCCO[C@H]1CN(C)C,4
CC(=O)Nc1ccc(C(=O)Nc2ccccc2[N+](=O)[O-])cc1,7
O=C(NC(CO)Cc1ccccc1)c1ccccc1 (stereo not given),2
C[C@H]1CN([C@@H](C)CO)C(=O)c2cc(NC(=O)Cc3cn(C)c4ccccc34)ccc2O[C@H]1CN(C)S(=O)(=O)c1ccc(F)cc1,-2
COc1cccc(S(=O)(=O)N(C)C[C@@H]2Oc3ncc(C#CC(C)(C)O)cc3C(=O)N([C@H](C)CO)C[C@@H]2C)c1,5
Cc1ccc(S(=O)(=O)N(C)C[C@@H]2Oc3ccc(NC(=O)C4CCCCC4)cc3CC(=O)N([C@@H](C)CO)C[C@@H]2C)cc1,7
C[C@H](CO)N1C[C@H](C)[C@H](CN(C)Cc2ccc(Cl)c(Cl)c2)Oc2c(NC(=O)C3CC3)cccc2C1=O,-3
COCC#Cc1ccc2c(c1)O[C@@H](CN(C)Cc1ccncc1)[C@@H](C)CN([C@H](C)CO)S2(=O)=O,0
C[C@@H]1CCCCO[C@@H](CN(C)C(=O)Nc2ccc3c(c2)OCO3)[C@@H](C)CN([C@@H](C)CO)C(=O)c2cc(NC(=O)CCCN(C)C)ccc2O1,-4
C[C@@H]1CN([C@H](C)CO)C(=O)c2cc(C#CCC3CCCC3)cnc2O[C@H]1CN(C)C(=O)CN(C)C,-6
C[C@H]1CCCCO[C@@H](CN(C)C)[C@@H](C)CN([C@@H](C)CO)C(=O)c2cc(NS(=O)(=O)c3ccc(Cl)cc3)ccc2O1,1
COCC(=O)N(C)C[C@@H]1Oc2cc(C#CC3CC3)ccc2S(=O)(=O)N([C@@H](C)CO)C[C@@H]1C,-8
C[C@@H]1CN([C@@H](C)CO)C(=O)c2cc(N(C)C)ccc2O[C@@H](C)CCCCO[C@H]1CN(C)C(=O)Nc1cccc2ccccc12,-7
COc1ccc(S(=O)(=O)Nc2ccc3c(c2)[C@@H]2C[C@@H](CC(=O)NCC4CC4)O[C@@H](CO)[C@@H]2O3)cc1,2
C[C@@H]1CN([C@H](C)CO)C(=O)c2cc(NC(=O)Nc3cccc4ccccc34)ccc2O[C@@H]1CN(C)C(=O)Nc1ccc(C(F)(F)F)cc1,-4
C[C@H]1CN([C@@H](C)CO)C(=O)c2cc(NC(=O)Cn3cnnn3)ccc2O[C@@H]1CN(C)CC1CCCCC1,0
C[C@@H]1CCCCO[C@@H](CN(C)Cc2ccc(C(=O)Nc3ccccc3N)cc2)[C@@H](C)CN([C@H](C)CO)C(=O)c2cc(NS(C)(=O)=O)ccc2O1,-5
COc1ccc(-c2ccc3c(c2)O[C@@H](CN(C)Cc2cccnc2)[C@H](C)CN([C@@H](C)CO)S3(=O)=O)cc1,14
Cc1noc(C)c1S(=O)(=O)N(C)C[C@@H]1Oc2ccc(NS(=O)(=O)c3cn(C)cn3)cc2CC(=O)N([C@@H](C)CO)C[C@@H]1C,0
O=C(C[C@H]1C[C@H]2c3cc(NC(=O)c4ccc5c(c4)OCO5)ccc3O[C@H]2[C@@H](CO)O1)NCc1cc(F)ccc1F,22

# Compounds shown so far that contain a CF3 group:
SMILES,NSD2 inh
OCCN1CCN(CC/C=C2/c3ccccc3Sc3ccc(C(F)(F)F)cc32)CC1,-1
C[C@@H]1CCCCO[C@H](CN(C)C(=O)C2CCCCC2)[C@@H](C)CN([C@@H](C)CO)C(=O)c2cc(NC(=O)Nc3ccc(C(F)(F)F)cc3)ccc2O1,-4
O=C(C[C@@H]1CC[C@H](NC(=O)CC2CC2)[C@H](CO)O1)NCC(F)(F)F,6
C[C@H]1CN([C@@H](C)CO)C(=O)c2cc(NC(=O)CCN3CCOCC3)ccc2O[C@@H]1CN(C)C(=O)Nc1ccc(C(F)(F)F)cc1,-4
C[C@@H]1CN([C@H](C)CO)C(=O)c2cc(NC(=O)Nc3cccc4ccccc34)ccc2O[C@@H]1CN(C)C(=O)Nc1ccc(C(F)(F)F)cc1,-4

# Following part
SMILES,NSD2 inh
C[C@H]1CCCCO[C@H](CN(C)C(=O)Nc2cccc3ccccc23)[C@@H](C)CN([C@@H](C)CO)C(=O)c2cc(NC(=O)Cc3ccccc3)ccc2O1,-2
COc1ccc(S(=O)(=O)N(C)C[C@H]2Oc3ccc(NS(=O)(=O)c4c(C)noc4C)cc3CC(=O)N([C@@H](C)CO)C[C@@H]2C)cc1,-2
Cc1cc(C(=O)Nc2cccc3c2O[C@@H](CN(C)C(=O)NC(C)C)[C@@H](C)CN([C@@H](C)CO)C3=O)n(C)n1,4
COc1ccc(S(=O)(=O)N(C)C[C@H]2Oc3ccc(NC(=O)Nc4ccccc4)cc3C(=O)N([C@@H](C)CO)C[C@@H]2C)cc1,9
COc1c(N2CCNC(C)C2)c(F)cc2c(=O)c(C(=O)O)cn(C3CC3)c12 (stereo not given),1
CC(C)NC(=O)Nc1cccc2c1O[C@H](CN(C)S(=O)(=O)c1cn(C)cn1)[C@H](C)CN([C@@H](C)CO)C2=O,4
COC(=O)C[C@H]1C[C@H]2c3cc(NC(=O)Nc4ccccc4F)ccc3O[C@H]2[C@@H](CO)O1,-7
C[C@@H]1CN([C@@H](C)CO)C(=O)c2cccc(NS(=O)(=O)c3ccc(F)cc3)c2O[C@@H]1CN(C)C(=O)Nc1ccccc1,-4
CCCC#Cc1cnc2c(c1)C(=O)N([C@@H](C)CO)C[C@H](C)[C@H](CN(C)C(=O)Nc1cc(F)ccc1F)O2,-4
COc1ccc(NC(=O)N(C)C[C@@H]2Oc3ncc(-c4cccc(C(F)(F)F)c4)cc3C(=O)N([C@H](C)CO)C[C@@H]2C)cc1,-1
COc1ccc(C#Cc2ccc3c(c2)[C@]2(C(=O)N3)[C@H](c3ccc(OCCO)cc3)N3[C@H](c4ccccc4)[C@H](c4ccccc4)OC(=O)[C@H]3[C@@H]2C(N)=O)cc1,-1
COCCOC(=O)N1C(=O)[C@@]2(c3ccccc31)[C@H](c1ccc(O)cc1)N1[C@H](c3ccccc3)[C@H](c3ccccc3)OC(=O)[C@H]1[C@@H]2C(=O)NC[C@H](O)c1ccccc1,-6
C[C@@H]1CN([C@@H](C)CO)C(=O)c2cc(NC(=O)Nc3ccc4c(c3)OCO4)ccc2O[C@H]1CN(C)C(=O)Nc1ccccc1,3
C/C=C1/CN2CCC1C(CO)(C(=O)OC)c1[nH]c3ccccc3c1C2 (stereo not given),1
CCCNC(=O)N[C@H]1C=C[C@H](CC(=O)NCCc2ccccc2)O[C@H]1CO,4
C[C@@H]1CN([C@@H](C)CO)C(=O)c2cc(NC(=O)Nc3ccc(F)cc3)ccc2O[C@H]1CN(C)S(=O)(=O)c1cn(C)cn1,-3
C[C@@H]1CN([C@@H](C)CO)C(=O)CCCn2cc(nn2)CO[C@@H]1CN(C)C(=O)CCCN(C)C,0
C[C@@H]1CCCCO[C@H](CN(C)C(=O)c2ccccc2)[C@@H](C)CN([C@H](C)CO)C(=O)c2cc(NS(=O)(=O)c3ccccc3)ccc2O1,-257
O=C(C1=C[C@@H](C2CC2)C[C@@H](OCc2ccc(CO)cc2)O1)N1CCOCC1,0
C[C@H]1CN([C@@H](C)CO)C(=O)c2cc(NS(=O)(=O)c3ccc(Cl)cc3)ccc2O[C@@H]1CN(C)Cc1ccc(-c2ccccc2)cc1,2
CC(C)NC(=O)N(C)C[C@@H]1Oc2ccc(NC(=O)Nc3ccc(C(F)(F)F)cc3)cc2C(=O)N([C@H](C)CO)C[C@H]1C,0
COc1ccc(NC(=O)Nc2ccc3c(c2)C(=O)N([C@H](C)CO)C[C@@H](C)[C@@H](CN(C)C(=O)Nc2ccc(OC)cc2)OCCCC[C@@H](C)O3)cc1,0
CO[C@H](C(=O)N(C)C[C@@H]1OCc2ccccc2-c2c(n(C)c3ccccc23)C(=O)N([C@@H](C)CO)C[C@@H]1C)c1ccccc1,-1
Cc1noc(C)c1S(=O)(=O)Nc1ccc2c(c1)C(=O)N([C@@H](C)CO)C[C@H](C)[C@@H](CN(C)C(=O)C1CCCCC1)OCCCC[C@@H](C)O2,11

# Three compounds already listed, ordered by heavy-atom count, lowest first.
SMILES,NSD2 inh
C[C@@H]1CN([C@@H](C)CO)C(=O)c2cc(NC(=O)Nc3ccc(F)cc3)ccc2O[C@H]1CN(C)S(=O)(=O)c1cn(C)cn1,-3
COc1ccc(S(=O)(=O)N(C)C[C@H]2Oc3ccc(NS(=O)(=O)c4c(C)noc4C)cc3CC(=O)N([C@@H](C)CO)C[C@@H]2C)cc1,-2
C[C@H]1CCCCO[C@H](CN(C)C(=O)Nc2cccc3ccccc23)[C@@H](C)CN([C@@H](C)CO)C(=O)c2cc(NC(=O)Cc3ccccc3)ccc2O1,-2
